GalR3 antagonist: antagonists of human GalR3 | HEK293 GalR3-CNG cAMP membrane potential fluorescence; galR3 body fused to GalR1 C-terminus | inhibition, % at 3 µM | 360,000 tested, 0.44% active;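 active = inhibition above the screen-wide average plus 3 SD, cut at about 13% in these data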;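 note: forskolin and galanin both at EC90 stimulate the cells; cAMP rise reported by CNG channel membrane potential dye signal; 0% = forskolin plus galanin with DMSO and 100% = forskolin alone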
V1aR counter: counter-screen for oxytocin receptor agonists: human V1a receptor agonists | P37288 | activation, % at 3 µM | CHO-V1R cells, Fluo-8 calcium fluorescence, agonist mode; 0% DMSO, 100% 3 nM vasopressin | AID 2797 | 320,000 tested, 0.25% active;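 active = activation above the mean activation of all tested compounds plus 3 SD, per screening run, cut at about 20% in these data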;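 note: signal is peak over basal fluorescence ratio across a 100 second FLIPR read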
Target sequence (P37288 whole entry, looked up): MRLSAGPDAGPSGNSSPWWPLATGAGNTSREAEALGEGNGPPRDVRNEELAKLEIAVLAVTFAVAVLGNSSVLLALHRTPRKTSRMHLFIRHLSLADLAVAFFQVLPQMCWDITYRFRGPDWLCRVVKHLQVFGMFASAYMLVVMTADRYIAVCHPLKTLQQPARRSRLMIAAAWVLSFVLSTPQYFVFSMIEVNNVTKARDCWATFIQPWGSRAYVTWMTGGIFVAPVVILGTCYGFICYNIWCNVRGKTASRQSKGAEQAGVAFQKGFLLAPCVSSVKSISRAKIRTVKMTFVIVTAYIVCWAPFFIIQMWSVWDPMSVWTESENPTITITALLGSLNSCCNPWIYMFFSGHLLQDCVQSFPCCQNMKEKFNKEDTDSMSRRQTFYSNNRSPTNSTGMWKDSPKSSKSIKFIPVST
NALP1 inh: NALP1 inhibition; S. cerevisiae NALP1/ASC/caspase-1 growth, X-gal OD620, 72 h; inhibition, % at 10 µM; 280,000 tested, 0.61% active; in the data active = inhibition mostly above about 24%, no sharp cut-off; inactive = mostly below about 32%; note: some compounds called inactive have numbers as strong as hits
MEKK3 PB1 HTS: raises or lowers MEK5 binding to the human MEKK3 PB1 domain; bead-based flow cytometry, Alexa488-MEK5 binding to MEKK3; actives lie on both sides; 0 = blocked by unlabeled MEK5, 100 = vehicle; Q99759; binding response (% of control), % at 10 µM; AID 1529; 290,000 tested, 1.4% active;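 active = binding response more than 3 SD above or below the average of its plate-row segment, actives on both sides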;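 note: Alexa488 bead fluorescence after subtracting the streptavidin-only scavenger bead signal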
Target sequence (Q99759 whole entry, looked up, the tested form may be a part): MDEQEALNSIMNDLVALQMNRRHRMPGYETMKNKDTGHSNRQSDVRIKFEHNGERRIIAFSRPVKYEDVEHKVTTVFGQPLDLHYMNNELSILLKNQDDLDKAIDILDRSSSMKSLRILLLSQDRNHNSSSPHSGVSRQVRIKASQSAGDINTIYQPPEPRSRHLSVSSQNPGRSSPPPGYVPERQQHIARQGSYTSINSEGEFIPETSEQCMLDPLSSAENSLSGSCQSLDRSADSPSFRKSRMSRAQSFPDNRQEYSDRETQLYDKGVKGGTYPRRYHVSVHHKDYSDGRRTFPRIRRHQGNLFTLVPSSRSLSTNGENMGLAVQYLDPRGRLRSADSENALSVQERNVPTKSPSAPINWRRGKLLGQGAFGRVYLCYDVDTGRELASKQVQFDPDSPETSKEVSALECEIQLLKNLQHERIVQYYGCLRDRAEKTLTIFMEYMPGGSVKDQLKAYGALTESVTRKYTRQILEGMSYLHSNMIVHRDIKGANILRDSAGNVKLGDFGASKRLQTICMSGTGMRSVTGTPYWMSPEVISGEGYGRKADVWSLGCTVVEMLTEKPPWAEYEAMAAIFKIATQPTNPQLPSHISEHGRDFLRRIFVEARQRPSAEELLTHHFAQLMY
GPR7 antagonist: antagonists of human GPR7 (neuropeptides B/W receptor 1); GPR7-expressing cells, fluorescence antagonist assay; P48145; inhibition, % at 4.4 µM; 290,000 tested, 1.1% active; AID 1861; in the data active = inhibition above about 16%, passing the limit was not always enough;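 note: cells stimulated with the agonist NPW; 0% = agonist with vehicle and 100% = vehicle without agonist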
PHOSPHO1 inh: PHOSPHO1 (human) inhibition; recombinant PHOSPHO1, absorbance phosphatase assay; inhibition, % at 13.3 µM; 290,000 tested, 1.1% active; AID 1565; in the data active = inhibition above about 60%
MEKK2 mut-MEK5: signal of MEK5 binding to mutant human MEKK2 PB1 domain; bead flow cytometry, Alexa488-MEK5 binding to MEKK2 mutant; percent response, % at 10 µM; AID 1530; 290,000 tested, 0.35% active; in the data active = percent response above about 24%, passing the limit was not always enough; note: inactives centre near 1; some results filed as inactive read as strong as hits; reference of the scale not given here
OXTR ag: agonists of human oxytocin receptor; P30559; AID 2435; CHO-OTR cells, Fluo-8 calcium fluorescence; normalized: DMSO 0%, oxytocin 100%; 320,000 tested, 0.32% active; activation, % at 3 µM;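 active = activation above the mean of all tested compounds plus 3 SD, cutoff set per screening run, cut at about 20% in these data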;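 note: peak over basal fluorescence ratio from a 100 s FLIPR kinetic read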
MEKK2wt PB1 HTS: raises or lowers MEK5 binding to wildtype human MEKK2 PB1 domain; binding response (% of control), % at 10 µM; AID 1531; Q9Y2U5; 290,000 tested, 1.1% active; bead flow cytometry, Alexa488-MEK5 binding to MEKK2 WT; actives lie on both sides; in the data active = binding response below about 67% or above about 130%
* = called active by the depositor; / = no result given; [ ] = remark or other dose. Not a hit list; 5.4% or so of the library scored in one or more.

No.	mol	GalR3 antagonist	V1aR counter	NALP1 inh	MEKK3 PB1 HTS	GPR7 antagonist	PHOSPHO1 inh	MEKK2 mut-MEK5	OXTR ag	MEKK2wt PB1 HTS
1	COc1cccc(CNC(=O)c2ccc(N3CCOCC3)c([N+](=O)[O-])c2)c1	-2	1.4	-4	101	-12	23	1	1.6	99
2	O=C(Nc1nccs1)C1CC(=O)N(c2ccc(Cl)cc2)C1 (configuration not stated)	-2	0.8	3	103	-5	32	3	1.1	102
3	COc1ccccc1NC(=O)Nc1ccccc1N1CCOCC1	-1	0.7	/	98	5	12	-3	-0.1	98
4	Cc1ccc(C)c(C(=O)COC(=O)C(C)N2C(=O)C3C4CCC(C4)C3C2=O)c1 (configuration not stated)	-2	/	9	101	-6	36	0	/	98
5	CCOC(=O)c1sc2nc3c(cc2c1N)COC(C(C)C)C3 (configuration not stated)	-4	-0.5	-10	105	-12	-34	-1	-0.4	105
6	CCOC(=O)c1cc2c(=O)n3ccccc3nc2n(CCCOC)c1=NC(=O)c1cccnc1	/	-0.1	12	/	1	-1	/	0.2	/
7	CCOc1ccc(NC(=O)C2CCCN2C(=O)NC2CCCCC2)cc1 (configuration not stated)	-6	1.5	2	102	-12	28	1	-0.2	99
8	COc1ccc(C[C@H]2CN3C(=NC[C@@H]3C(C)C)N2C[C@H](C)NC(=O)c2ccc(C)c(Br)c2)cc1	-3	4.6	6	107	10	-29	37	-0.6	153*
9	Cc1cc(NCc2ccccc2)n2ncnc2n1	-7	3.3	-7	103	-9	33	4	2.9	106
10	CCOc1ccc2nc(SCc3ccccc3C#N)sc2c1	-4	1.9	11	106	-8	9	5	0.9	106
11	O=C(N/N=C/c1ccsc1)c1ccccn1	-5	-0.1	-20	99	-12	44	-2	-0.1	91
12	CC(=O)Nc1cccc(NC(=O)CSc2ncc(-c3ccccc3)[nH]2)c1	-5	-1.1	-8	95	-9	-21	-5	-0.1	92
13	CCCN1Cc2cccc(C(=O)N3CCN(c4ccccc4)CC3)c2C1=O	-2	-0.1	15	100	-7	-2	0	-0.9	98
14	CCOC(=O)C1=C(C)NC(=O)NC1c1ccc(NC(C)=O)cc1 (configuration not stated)	-1	0.1	-14	103	-10	11	6	0.3	103
15	CC(NC(=O)C1CCN(S(=O)(=O)c2ccc(Br)s2)CC1)c1ccccc1 (configuration not stated)	-9	1.7	15	101	-2	32	-3	4.1	99
16	O=c1oc2ccccc2n1Cc1ccccc1F	-12	-0.8	6	106	-19	-20	9	-1.2	109
17	CCCN1CCN(CCCNC(=O)CCNC(=O)Cn2ccc3ccccc3c2=O)CC1	1	1.1	50	104	8	14	3	-0.6	104
18	COc1cccc(S(=O)(=O)NCc2ccc(C(=O)Nc3ccc(Cl)cc3)cc2)c1	-4	1.2	-2	92	-6	-4	-3	0.6	105
19	Cc1ccc(/C=C2/SC(=O)N(CC(=O)N3CCOCC3)C2=O)s1	2	0.8	9	106	-5	0	0	0.7	105
20	CCOC(=O)c1c(NC(=O)CSc2n[nH]c(-c3ccco3)n2)sc(C)c1C	5	0.1	-32	106	-12	21	3	-1.3	102
21	O=c1c2ccccc2nc2n1CCCS2	4	0.6	-14	102	-3	23	1	0.0	102
22	CCn1c(CCNC(=O)c2ccc(C)cc2)nnc1SCc1ccc(Cl)c(Cl)c1	-5	2.0	17	95	-5	-15	0	-2.0	94
23	COc1cccc(C(=O)N2CCCN(C)CC2)c1OC	-7	0.3	12	104	-9	/	5	1.8	104
24	CCC(C)(C)n1nnnc1C(c1ccc(N(C)C)cc1)N1CCN(C2CCCCC2)CC1 (configuration not stated)	-4	/	-1	95	1	-56	-2	/	100
25	Cc1nnc(OCc2nc3ccccc3n2C)c2ccccc12	8	0.2	21	104	-9	-22	0	-1.7	102
26	CCNC(=O)CC1C(=O)N(c2ccc(OC)cc2)C(=O)N1Cc1ccc(OC)cc1 (configuration not stated)	-2	-0.3	11	105	-11	20	10	-0.4	108
27	O=c1n(Cc2ccccc2)nc2n1-c1ccccc1SC2	-3	-0.3	6	94	20	6	-4	-3.0	89
28	Cc1cc(N2CCOCC2)cc(C)[n+]1[O-]	-6	0.2	2	104	-3	11	1	0.8	101
29	CC1=NN(C(N)=S)C(=O)C1N=Nc1cccc([N+](=O)[O-])c1 (configuration not stated)	-9	0.4	0	103	-14	35	0	0.6	101
30	COc1ccc(C2SCCN2C(=S)Nc2cccc(Cl)c2)cc1 (configuration not stated)	-10	14	24	106	4	-2	6	23*	112

No.	mol	GalR3 antagonist	V1aR counter	NALP1 inh	MEKK3 PB1 HTS	GPR7 antagonist	PHOSPHO1 inh	MEKK2 mut-MEK5	OXTR ag	MEKK2wt PB1 HTS
31	CCC(C)(NC(=O)c1ccc2c(c1)OCO2)C(=O)NC1CCCCC1 (configuration not stated)	0	-0.9	-3	103	-23	-10	2	-0.1	101
32	N#CNC1=NCN(CCc2ccccc2)CN1	-7	0.0	-3	102	-2	24	12	0.1	105
33	O=C(CN1CCN(Cc2ccccc2)CC1)Nc1cccc(Br)c1	-7	1.5	30	103	-2	28	4	3.3	107
34	CN(c1ccc(C(=O)Nc2ccccc2C(=O)N2CCOCC2)cc1)S(C)(=O)=O	2	0.6	-1	111	-4	-2	-8	0.6	107
35	CN(C)c1cccc(C(=O)OCCNC(=O)c2cccc(S(=O)(=O)N3CCOCC3)c2)c1	-5	5.6	/	46*[inhibitor]	2	35	-12	3.2	52
36	Cn1c(NC(=O)C2c3ccccc3Oc3ccccc32)cc(=O)n(C)c1=O	-1	1.6	41	107	-7	0	3	1.5	105
37	O=C(N/C=N/O)C(c1ccccc1)c1ncc(C(F)(F)F)cc1Cl (configuration not stated)	-3	-0.1	0	104	1	14	5	-1.1	103
38	CC(NS(=O)(=O)c1ccccc1)C(=O)NC1CCCC1 (configuration not stated)	2	-0.2	13	102	-9	18	4	0.9	104
39	Cc1cc(Nc2cccc(C(=O)O)c2)n2ncnc2n1	-10	1.0	11	104	-6	/	3	-0.1	103
40	CNC(=S)N(Cc1ccc(Cl)cc1)Cc1cccs1	-9	0.7	15	97	3	28	-14	2.1	91
41	c1ccc(SCc2nc3ccccc3[nH]2)nc1	1	0.9	21	100	-6	-20	9	-0.2	106
42	COc1c(Cl)cccc1-c1cn2ccccc2n1	-1	-1.2	/	106	-9	22	9	-1.7	105
43	O=S(=O)(c1ccc(F)cc1)c1nc(-c2ccco2)oc1Nc1ccc(F)cc1	-11	0.1	39	137*	-6	-18	0	-1.9	105
44	CCOC(=O)N1CCN(CC(=O)c2ccc(O)c(C)c2O)CC1	-9	1.6	4	98	-7	26	5	3.1	101
45	CCOC(=O)c1cnc2ccc(C(=O)OC)cc2c1NCc1ccco1	/	/	4	101	-13	1	4	/	102
46	O=C1CCC(C(=O)N2CCCCO2)CN1CCc1ccccc1 (configuration not stated)	-6	0.9	17	101	-12	-22	1	-0.5	103
47	O=C(CC(=O)NCc1ccccc1)NCc1ccccc1	-9	-0.2	15	101	-14	16	4	-0.3	105
48	CC(C)(C)CN1C(=O)C(=O)NC[C@@H]1Cc1ccc(O)cc1	-5	-0.1	/	107	/	22	5	1.3	104
49	Cc1csc(NC(=O)c2cc[n+]([O-])cc2)n1	-1	-0.1	8	104	-8	28	0	1.1	101
50	COc1ccc2[nH]c3c(c2c1)CCN1C(=O)N([C@@H](C)C(=O)NC2CC2)C(=O)[C@]31C	-6	0.2	4	97	-2	-101	0	-0.5	98
51	CCCCC(=O)Nc1ccc(NC(=O)c2ccco2)cn1	-9	0.0	2	106	-14	18	2	0.4	106
52	COC(=O)c1ccccc1NC(=S)N1CCN(c2ccccc2)CC1	-5	-0.8	-4	108	-5	29	8	-2.5	104
53	Cc1ccc(-c2noc(C3CCCN(C(=O)c4cccc([N+](=O)[O-])c4)C3)n2)o1 (configuration not stated)	-8	5.5	-6	104	4	-16	-2	2.8	99
54	NC(CC(=O)OC1CCCCC1)C(=O)OC1CCCCC1 (configuration not stated)	-3	3.5	5	98	17	4	6	1.9	104
55	Cc1ccc(CCN2CC(C(=O)NCCN(C)C)CC2=O)cc1 (configuration not stated)	-12	0.5	11	100	-19	38	5	0.2	105
56	COc1ccc(CCC(=O)NNC(=O)Nc2ccc(OC)c(OC)c2)cc1	-5	1.6	12	96	-17	16	-5	-0.2	95
57	COc1ccc(-n2nc(C(=O)NCC(=O)Nc3cc(Cl)c(OC)cc3OC)c3ccccc3c2=O)cc1	-3	2.0	23	91	-15	31	-4	1.8	84
58	COc1cc(-c2c(-c3ccc4c(c3)OCO4)noc2-c2ccsc2)ccc1F	-7	0.0	24	104	-15	10	4	-0.9	103
59	CCN(C(=O)CSc1nnc2nc(C)cc(C)n12)c1ccccc1	2	0.7	20	103	-6	53	-7	0.5	94
60	C=CCn1c(-c2cccc(S(=O)(=O)N(CC)CC)c2)n[nH]c1=S	0	0.8	-6	91	-1	12	-3	0.4	96

Three compounds already listed, sorted by length of the SMILES, falling:
No.	mol	GalR3 antagonist	V1aR counter	NALP1 inh	MEKK3 PB1 HTS	GPR7 antagonist	PHOSPHO1 inh	MEKK2 mut-MEK5	OXTR ag	MEKK2wt PB1 HTS
34	CN(c1ccc(C(=O)Nc2ccccc2C(=O)N2CCOCC2)cc1)S(C)(=O)=O	2	0.6	-1	111	-4	-2	-8	0.6	107
43	O=S(=O)(c1ccc(F)cc1)c1nc(-c2ccco2)oc1Nc1ccc(F)cc1	-11	0.1	39	137*	-6	-18	0	-1.9	105
37	O=C(N/C=N/O)C(c1ccccc1)c1ncc(C(F)(F)F)cc1Cl (configuration not stated)	-3	-0.1	0	104	1	14	5	-1.1	103

(list continues)
No.	mol	GalR3 antagonist	V1aR counter	NALP1 inh	MEKK3 PB1 HTS	GPR7 antagonist	PHOSPHO1 inh	MEKK2 mut-MEK5	OXTR ag	MEKK2wt PB1 HTS
61	COc1ccccc1NC(=O)Cn1nnc(C(=O)NCc2cccs2)c1N	4	2.4	-3	103	16	15	4	2.3	105
62	O=C(c1ccc([N+](=O)[O-])cc1)N(Cc1ccc(Cl)cc1)N1C(=O)CCCC1=O	-7	0.4	-1	102	6	16	2	-1.0	103
63	COc1cccc(-n2nnc3c(=O)n(Cc4ccccc4F)cnc32)c1	-2	1.4	12	105	-6	21	7	-0.3	104
64	Cc1cc(CNC(=O)CCc2nnc(CCCc3ccccc3)o2)nn1C	-3	0.3	-5	101	7	56	-6	-0.2	97
65	CCn1c(C)cc(/C=C2\NC(=O)N(CC(=O)Nc3cccc(C)c3)C2=O)c1C	10	-0.8	-1	104	0	45	3	0.0	103
66	O=C(Nc1ccc(F)c(F)c1)c1ccc2c(c1)OCO2	-10	0.0	-2	100	-10	-4	1	0.1	105
67	CS(=O)(=O)c1cccc(C(=O)NC(c2ccccc2)c2ccccc2)c1	-2	0.1	/	107	7	-16	14	-1.1	105
68	Cc1cc(S(=O)(=O)NCC(=O)O)ccc1F	-3	0.5	39	107	9	-17	1	-0.2	106
69	CC(=O)c1c(C)[nH]c(C(=O)OCC(=O)NCCc2ccc(Cl)cc2)c1C	-2	5.5	10	103	0	7	10	4.1	102
70	Cc1[nH]n(-c2ccccc2)c(=O)c1/C=N/n1c(C)nc2ccccc2c1=O	-2	0.6	11	104	-3	20	2	-0.5	107
71	CN(C(=O)CSc1nnc(-c2ccc(Cl)cc2)n1CC1CCCO1)C1CCS(=O)(=O)C1 (configuration not stated)	-6	0.1	-6	68	-17	-31	-12	0.1	80
72	O=C(NC1CC1)c1cc2cc3ccccc3nc2s1	-5	1.4	17	98	-14	24	4	0.8	102
73	O=C(O)CCNS(=O)(=O)c1ccc2c(c1)CCCC2	0	0.9	0	109	-12	0	4	0.8	105
74	CCc1cc(=O)oc2cc(OC(C)C(=O)NCC(O)c3ccccc3)c(Cl)cc12 (configuration not stated)	1	0.0	21	99	-10	18	-1	-0.6	99
75	CCCC(C(=O)NC1CCCC1)N(Cc1ccc2c(c1)OCO2)C(=O)c1snc(C(N)=O)c1N (configuration not stated)	4	0.8	27	101	12	24	4	-0.1	103
